AMA1-RON2 inh – inhibitors of Plasmodium falciparum AMA1-RON2 interaction; AlphaScreen AMA1-biotinylated RON2 peptide binding; Potency, µM (highest dose often 58.2 µM), without a hit: top-dose activity change, negative = inhibition, most hits filed as inhibitors; 360,000 tested, 0.2% active; AID 720542; active means well fitted inhibition curve with a large enough effect; inconclusive means small, poorly fitted or top-dose-only effect; inactive means no such curve, though single readings can be large or run the other way;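 further: potency means the concentration at half of the fitted maximal effect; 0% = vehicle wells and -100% = peptide control; nearly all actives have a fitted effect of over 45% in size; some results filed as inactive show a strong effect at the top dose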
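AMA1 (3D7) with his tag at 25 nM final met compounds first, then biotinylated RON2 peptide at 25 nM; detection used donor plus acceptor beads, 10 µg/mL apiece, read by AlphaScreen after 30 min at room temperature.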
HCMV inh – human cytomegalovirus inhibition; HFF cells, HCMV-luciferase reporter, 72 h; hits give low values; activity change, negative = inhibition, % at 57.5 µM; 410,000 tested, 4.5% active; AID 1259415; in the data active means activity change below about -60%; inconclusive means no clear call, values can overlap the other calls; inactive means above about -39%
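Human foreskin fibroblasts infected with luciferase-reporter HCMV at MOI 1 PFU/cell, compounds at two doses. Luciferase measured 72 h post infection; normalized to buffer-only basal and Salinomycin (10uM) controls.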
Active calls of the source: *; ? = inconclusive; [ ] = another dose, or the depositor's remark. Unless noted, on the % scale 0 is the no-effect control and ±100 the full control effect. An excerpt, so the mix of outcomes need not match the whole.

Under each structure: AMA1-RON2 inh	HCMV inh
1. COCCNc1nc(NCCN2CCNC2=O)c2sc(-c3ccccc3)cc2n1
  -7%	32
2. CC1(C)CN(Cc2cccnc2)C(=O)[C@H]1CC(=O)Nc1ccc(Br)cc1
  3%	1
3. CCCCN(C(=O)c1ccccc1Cl)C(CC(C)C)c1nc2ccccc2[nH]1 (stereo unspecified)
  5%	-22
4. Cn1cc([C@]2(O)C(=O)N(c3ccccc3)c3ccccc32)c2ccccc21
  -18%	1
5. COc1ccc(NC2CCCN(C(=O)C3=NNC(=O)CC3)C2)cc1 (stereo unspecified)
  -11%	6
6. Cn1c(NCCc2ccncc2)nc2cc(-c3cccc(C(F)(F)F)c3)sc2c1=O
  2%	-4
7. CCCCCCN1C[C@H](n2cc(C3CC3)nn2)[C@@H](O)C[C@@H]1c1ccc(Cl)cc1
  -1%	-7
8. COc1ccc(CC(=O)N(CCC2=CCCCC2)c2c(N)n(Cc3ccccc3)c(=O)[nH]c2=O)cc1
  -6%	-40
9. CCC(=O)N1CCC(C)(C(=O)NCc2cccc(OC)c2)C1 (stereo unspecified)
  2%	-14
10. CCOc1ccc(CNC(=O)C2CCCN(S(=O)(=O)N3CCC(C)CC3)C2)cc1OC (stereo unspecified)
  -5%	-8
11. FC(F)(F)c1ccccc1Cc1c(-c2ccc(Cl)cc2)nc2ccc(Br)cn12
  -3%	12
12. CCOC1=C2CN(S(=O)(=O)c3ccc(C)cc3)C(c3cccc(Cl)c3)CC2N(S(=O)(=O)c2ccc(C)cc2)C(c2ccncc2)C1 (stereo unspecified)
  17%	-34
13. CC(=O)Nc1cc(-c2ccc(S(C)(=O)=O)cc2)cn2c(-c3ccc(F)cc3)cnc12
  -4%	-6
14. Cc1ccc2nc(C3CCCCC3)c(Cc3ccsc3)n2c1
  -1%	-6
15. CC(=O)c1c(O)c(C)c(O)c2c1OC1=CC(=O)/C(=C(/C)N)C(=O)C12C (stereo unspecified)
  0%	-37
16. COc1cc(Cl)cc(/C=N\NC(=O)c2ccc3c(c2)OCO3)c1O
  -57%	-60*
17. O=c1[nH]c2ccccc2n1C1CCN(C(CCc2ccccc2)c2nnnn2C2CCCC2)CC1 (stereo unspecified)
  -14%	-102*
18. CNC(=O)C[C@H]1C(=O)N(CCc2ccccc2)C[C@@H]1CSC
  -3%	-7
19. O=C1c2cccc3cccc(c23)C(=O)N1CCO
  0%	?
20. Cn1cc(-c2ccc(C(=O)Nc3cccc(Oc4ccccc4)c3)c3occc23)cn1
  -4%	?

The list goes on.
Under each structure: AMA1-RON2 inh	HCMV inh
21. C[C@@H](O)CNC(=O)c1[nH]cnc1C(=O)Nc1ccc(CNC(=O)OC(C)(C)C)cc1
  114%[activator]	-29
22. COc1ccc(CNC(=O)c2ccc(-n3cncn3)c3ccoc23)cc1OC
  8%	3
23. CCN1C(=O)[C@@H]2[C@@H]3CN(S(=O)(=O)c4ccc(C)cc4)[C@@H](c4cccc5ccccc45)[C@@H]3C(=O)C[C@@H]2C1=O
  -1%	12
24. CN[C@H]1C[C@H]2c3cc(-c4ccccc4)ccc3CCN2C(=O)[C@H]1[C@H](C)O
  -3%	-4
25. Cc1ccccc1-c1cnc(C(O)c2ccc(-c3ccccc3)cc2)[nH]1 (stereo unspecified)
  0%	-8
26. COCCN1C(=O)c2ccccc2C1c1nnnn1Cc1ccccc1 (stereo unspecified)
  -1%	-1
27. CCOC(=O)CNC(=O)N1Cc2cc(-c3cccc(F)c3)ccc2-n2nncc2C1
  20%	0
28. COc1cc(Cn2c3ccc(NC(=O)CC(C)(C)C)cc3c(=O)n2C)ccc1F
  -3%	-28
29. CCCCn1c(N)c(N(CCOC)C(=O)CCS(=O)(=O)c2ccc(C)cc2)c(=O)[nH]c1=O
  -20%	2
30. CCCNC(=O)C1(C)CCCN(C(=O)CN2C(=O)c3ccccc3C2=O)C1 (stereo unspecified)
  0%	-1
31. CN1OC[C@@H]2CN(C(=O)Cc3ccccc3)[C@H](c3ccccc3Br)C[C@@H]21
  -7%	12
32. O=C1C=C(OCCF)CC(c2cccc([N+](=O)[O-])c2)O1 (stereo unspecified)
  2%	-4
33. O=C(NCc1ccccc1)C(c1ccccc1)n1c(=O)c(-c2ccco2)nc2ccccc21 (stereo unspecified)
  1%	-7
34. CC1(C)CC(=O)C=C(c2ccc(COC(=O)c3ccc(-c4ccccc4)cc3)cc2)C1=O
  ?	15
35. NC(=O)c1cccc(Nc2nc(C(N)COCc3ccccc3)cs2)n1 (stereo unspecified)
  54%[activator]	-20
36. CSc1ncccc1C(=O)OC(C)C(=O)Nc1ccc2c(c1)OCCO2 (stereo unspecified)
  1%	0
37. CSCCC(C(=O)NC(C)(C)C)n1c(-c2ccccc2)nc2ccccc21 (stereo unspecified)
  1%	-7
38. CCCCNC(=O)C1C(c2ccc(OC)cc2)=Nc2ccccc2N1C(=O)c1cccnc1 (stereo unspecified)
  -11%	43
39. CCCC(=O)N1CCC1(C)C(=O)NS(=O)(=O)c1cc2c(cc1C)CCCS2(=O)=O (stereo unspecified)
  0%	9
40. CCCCCCN1C[C@H](O)[C@@H](n2cc(COC(=O)c3ccccc3)nn2)C[C@@H]1c1ccccc1
  -2%	-11

Carrying on:
Under each structure: AMA1-RON2 inh	HCMV inh
41. CCCc1c(C(=O)N/N=C/c2ccc(OCc3ccc(F)cc3)cc2)nnn1-c1nonc1N
  1%	-8
42. Cn1c(NCc2ccccc2)nc2cc(-c3cccc(C(F)(F)F)c3)sc2c1=O
  9%	6
43. CC1CCN(C(=O)c2ncn3c2c(=O)[nH]c2cccnc23)CC1
  -5%	-20
44. C[C@H](CO)N1C[C@H](C)[C@@H](CN(C)C(=O)NC2CCCCC2)Oc2ncc(Br)cc2C1=O
  -2%	28
45. CSc1ccc(CN2CCC2(C)C(=O)Nc2ccc3c(c2)OCO3)cc1 (stereo unspecified)
  ?	-23
46. Cc1cccc(C)c1NC(=O)C1c2ccccc2OCC(=O)N1C1CC1 (stereo unspecified)
  55%[activator]	1
47. O=C(CNC(=O)C12CC3CC(CC(C3)C1)C2)N1CCCC(C(F)(F)F)C1 (stereo unspecified)
  124%[activator]	-20
48. NC(CCc1ccccc1)c1csc(NC(=O)Nc2cccc(C(F)(F)F)c2)n1 (stereo unspecified)
  84%[activator]	-98*
49. COCCCN1C(=O)C(CC(=O)NCCCN(C)C)CC(C(=O)N(C(C)C)C(C)C)=C1C (stereo unspecified)
  4%	-10
50. CC(C)C[C@H]1COc2cccc(N3CCC[C@H]3CO)c2S(=O)(=O)N1
  0%	-25
51. COc1ccc(NC(=O)C2(C)CCN2Cc2ccc(OC)c3ccccc23)cc1OC (stereo unspecified)
  ?	-9
52. COc1cccc(C(O)c2nc(-c3cccc(C(F)(F)F)c3)cs2)c1 (stereo unspecified)
  6%	-27
53. Cc1ccc(CN2C(=O)C(F)(F)Oc3ccccc32)cc1
  37%[activator]	-12
54. Clc1cccc(Cc2c(-c3cccc(Br)c3)nc3ccc(Br)cn23)c1
  -2%	1
55. Cc1cc(-c2ccncc2)n2ncc(-c3ccccc3)c2n1
  -23%	128
56. CN(C)c1ccc(CNC(=O)C2Cc3c(-c4ccccc4Oc4ccccc4)ccnc3O2)cc1 (stereo unspecified)
  10µM*	30
57. O=S1(=O)NCC2(CC2)CN1Cc1ccccc1
  7%	4
58. CCOC(=O)C1=CCN(S(=O)(=O)c2ccccc2)C1c1ccccc1 (stereo unspecified)
  7%	-12
59. CCOC(=O)C1=C[C@@H](C(C)C)N(S(=O)(=O)c2ccc(C)cc2)[C@H]1c1ccccc1F
  -2%	-36
60. CC[C@H](NC(=O)CC[C@H]1O[C@@H](n2cnc3c(NC(=O)c4ccccc4)ncnc32)[C@H](O)[C@@H]1O)c1ccccc1
  -1%	-21

More entries follow:
Under each structure: AMA1-RON2 inh	HCMV inh
61. Nc1cc(N)nc(SCc2ccccc2Cl)n1
  -10%	32
62. CSCCC(c1nnnn1-c1c(C)cccc1C)N1CCC2(CC1)C(=O)NCN2c1ccccc1 (stereo unspecified)
  -2%	-27
63. COc1cc(NC(=O)c2sc3ncn(CC(=O)N4CCCCC4C)c(=O)c3c2C)cc(OC)c1OC (stereo unspecified)
  -6%	20
64. NC(=O)c1cccc(Nc2nc(C(N)CCc3ccccc3)cs2)n1 (stereo unspecified)
  90%[activator]	-7
65. CCCCNC(=O)C1(C)CCN1C(=O)c1ccc(OC)c(F)c1 (stereo unspecified)
  -3%	16
66. CC1(C(=O)Nc2ccc3c(c2)OCO3)CCN1C(=O)CC1CC1 (stereo unspecified)
  -2%	-9
67. O=C(NCc1ccc(F)cc1F)[C@@H]1CCCN1C(=O)[C@@H]1CCCN1C(=O)c1cccs1
  -3%	24
68. CCC(=O)N1CCCC(C)(C(=O)Nc2ccc3scnc3c2)C1 (stereo unspecified)
  -2%	74
69. OC[C@@H]1CN(Cc2cccs2)C[C@H](n2cnc3c(NCc4ccc(F)cc4)ncnc32)O1
  -23%	-17
70. CC(C)Nc1nc(Nc2ccccc2Cl)c2sccc2n1
  -5%	-29
71. CC(C)Oc1cc(F)ccc1-c1cc(C(=O)NCc2ccccc2)[nH]n1
  9%	-29
72. CC1(C(=O)NS(=O)(=O)c2ccccc2Cl)CCN1C(=O)Cc1cccc2ccccc12 (stereo unspecified)
  0%	5
73. Cc1nc2ccc(C(=O)Nc3ccc4c(c3)OCC(=O)N4)cn2c1N(C)C(=O)CCc1ccccc1
  -3%	18
74. C[C@H]1CN([C@@H](C)CO)S(=O)(=O)c2ccc(C#Cc3ccccn3)cc2O[C@H]1CN(C)Cc1ccc(F)cc1
  -11%	-32
75. COc1ccc(S(=O)(=O)N2CCCCC2c2cc(C(=O)Nc3ccccc3)no2)cc1 (stereo unspecified)
  19%	4
76. CCOC(=O)c1cc(=O)nc(N)s1
  0%	-28
77. CCCCN1C(=O)C(CC(=O)NCC2CCCCC2)CC(C(=O)N(CC)CC)=C1C (stereo unspecified)
  10%	7
78. CC(=O)CCC(=O)CNC(=O)CC[C@H]1O[C@@H](n2ccc(=O)[nH]c2=O)[C@H](O)[C@@H]1O
  0%	-26
79. CN(C)S(=O)(=O)c1cccc(NC(=O)COc2ccccc2C(=O)Nc2ccccc2)c1
  -5%	-15

From PubChem
